# HIV RNase H inh: blocks HIV-1 RNase H cleavage of RNA/DNA duplex; RT-RNase H RNA/DNA duplex cleavage, fluorescence; inhibition, % at 10 µM; 65,000 tested, 1.9% active; AID 565; in the data active = inhibition above about 50%
# RmlC RmlD mix: inhibitors of RmlC and RmlD coupled enzymes | RmlC/RmlD coupled enzyme inhibition, 384-well mixture HTS | inhibition, % at 5.5 µM | 110,000 tested, 0.39% active; in the data active = inhibition above about 30%, passing the limit was not always enough; inconclusive = no clear call, values can overlap the other calls; also: strong numbers were not always called active
# * marks the source's active call; other numbers are inactive results; ? = inconclusive; · = not tested or not shown. Not all compounds are listed, so the mix of outcomes need not match the whole.
# Every second line gives: HIV RNase H inh, RmlC RmlD mix
> Cc1nnc(NC2=NCCCCC2)o1
  -8.9, 46.7
> O=C(c1ccc2c3c(cccc13)CC2)N1CCOCC1
  6.4, -0.1
> Cc1ccc(CS(=O)(=O)CCC(=O)NCCC(C)C)cc1
  ·, -5.1
> CC1CCCN(c2nc3c(c(=O)[nH]c(=O)n3C)n2CCSc2nc3ccccc3o2)C1 (stereo unspecified)
  -1.6, -7.5
> COc1cccc(N2CCN(C(=S)NCCc3ccccc3)CC2)c1
  ·, -11.3
> Cc1ccc(S(=O)(=O)N2CCN(C(=O)CSc3nnc(C)c(=O)[nH]3)CC2)cc1
  3.6, -12.7
> NC(=O)CC(NC(=O)Cc1ccc(Br)cc1)c1ccc(NCCc2ccc(F)cc2)c([N+](=O)[O-])c1 (stereo unspecified)
  ·, -1.1
> O=C(NCCC1=CCCCC1)C1CC(=O)N(C2CCCCCC2)C1 (stereo unspecified)
  -0.3, -10.9
> CC(=O)c1cc2c(cc1NC(=O)CN1CCOCC1)OCO2
  -7.6, 8.0
> CC(=C1C2C=CC1C1C(=O)NC(=O)C21)c1ccccc1 (stereo unspecified)
  8.1, 5.4
> Nc1nonc1NC(=O)CSc1nc2ccccc2s1
  -15.2, -10.8
> Cc1cc(NC(=O)c2sccc2C)n(-c2cccc(Cl)c2)n1
  -2.0, 4.6
> Cc1ccc(-c2nc3cc(Cl)ccc3o2)cc1
  ·, -6.2
> COc1cccc([C@@H]2Oc3ccc(Br)cc3C(=O)[C@H]2OC(=O)NC2CCCC2)c1
  ·, 4.8
> c1ccc(-n2nnnc2Oc2ccc(-n3ccnc3)cc2)cc1
  -13.0, -10.8

# Every second line gives: HIV RNase H inh, RmlC RmlD mix
> CCN(CC)CCN1C(=O)C(=O)/C(=C(/O)c2c(C)[nH]c(C(=O)OC)c2C)C1c1ccccc1 (stereo unspecified)
  -5.3, 6.8
> O=C(NCc1ccccn1)/C(=N/O)c1ccccc1
  -26.0, 21.2
> Cc1ccc(-n2ncc3c(=O)n(CC(=O)NC4CCCCC4)cnc32)cc1
  13.4, -10.8
> CCC1CCCCN1CCNC(=O)CNS(=O)(=O)c1ccc2nc(C)sc2c1 (stereo unspecified)
  -1.2, -7.4
> COc1ccc(C)cc1S(=O)(=O)Nc1cc(Cl)ccc1Cl
  ·, 0.0
> O=C(Nc1ccc2c(c1)OCCO2)c1cc(-n2cnnc2)ccc1Cl
  -7.0, -7.0
> CSCC[C@H](NC(=O)NCc1cccs1)C(=O)O
  -6.1, -7.2
> O=C1CC(c2ccc(Cl)cc2)n2nc(N3C(=O)CCC3=O)nc2N1 (stereo unspecified)
  2.1, -0.2
> CCN(CC)S(=O)(=O)c1ccc(C(=O)NCc2ccc(C)cc2)cc1
  ·, 8.2
> CC1(C)CC(=O)C2=C(C1)OC(N)=C(C#N)C2c1ccc(OC(=O)N2CCOCC2)cc1 (stereo unspecified)
  -6.6, 14.2
> O=C(NCc1ccccc1)c1ccc2nccnc2c1
  ·, -11.0
> NC(=O)CN1CCN(c2nc(-c3ccc(F)cc3)cs2)CC1
  ·, 3.5
> COc1ccccc1C1C(C#N)=C(N)Oc2cc(C)n(Cc3ccccn3)c(=O)c21 (stereo unspecified)
  -0.1, -6.1
> CCCCCCCCn1c(N2CCN(c3cccc(Cl)c3)CC2)nc2c1c(=O)[nH]c(=O)n2C
  ·, -5.2
> C(=N\n1cnnc1)/c1ccc(OCc2ccccc2)cc1
  -15.9, -10.7

# Every second line gives: HIV RNase H inh, RmlC RmlD mix
> CCCc1cc(-c2nc(-c3ccc(Cl)cc3)cs2)ccn1
  ·, -13.8
> Cc1nc2c(ccc3nc(NC(=O)C(c4ccccc4)c4ccccc4)sc32)s1
  ·, -6.3
> COc1cc(CNCc2cccs2)ccc1OCc1cccs1
  ·, 12.4
> CCCS(=O)(=O)N1CCC(C(=O)NC2CCC(C)CC2)CC1 (stereo unspecified)
  -14.0, ·
> CCNC(=O)CN(c1ccc(C)cc1)S(=O)(=O)c1ccc(SC)cc1
  0.4, 20.2
> N#CC1=C(N)C(C#N)(C#N)C(c2cccnc2)C2CN(C(=O)OCc3ccccc3)CC=C12 (stereo unspecified)
  ·, -10.5
> CCCCSc1nnc(CSc2nc3nc(C)cc(C)n3n2)o1
  ·, -4.8
> O=C(O)Cc1c(O)ccc2ccccc12
  ·, -11.5
> Cc1ccc(CNC(=O)CSc2n[nH]c(N)n2)cc1
  -8.6, -6.1
> O=C(c1noc2c1CCCCC2)N1CCOCC1
  -9.1, 6.9
> CC(C)OP(=O)(c1ccc(N(C)C)cc1)C(O)c1ccccc1 (stereo unspecified)
  ·, -4.9
> CCOC(=O)CN1C(=O)N[C@@H](c2cccc(C(F)(F)F)c2)C(C(=O)OC)=C1C
  ·, 5.3
> O=C(Nc1cccc(-c2nc3ncccc3o2)c1)c1sc2cc(Cl)ccc2c1Cl
  ·, -6.1
> CSc1nsc(SC)c1C(=O)N1CCN(S(=O)(=O)c2ccc(C)cc2)C1C(C)C (stereo unspecified)
  ·, -14.1
> C/C(=N\NC(=O)c1cccc(S(=O)(=O)Nc2ccccc2Cl)c1)c1ccc(-n2ccnc2)cc1
  ·, -1.4

# Every second line gives: HIV RNase H inh, RmlC RmlD mix
> CN1CCN(C(=S)c2ccc(Cl)cc2)CC1
  ·, 6.6
> COc1ccc(NC(=O)c2nc3nc(C)cc(C(F)F)n3n2)cc1OC
  0.8, -10.0
> COc1ccc2[nH]c3nc(SCC(=O)NNC(=O)c4ccc(OC)c(OC)c4)nnc3c2c1
  ·, ?
> COc1ccc(C(CCN2CCOCC2)c2c(O)cc(OC)cc2OC)cc1 (stereo unspecified)
  ·, -13.3
> CCC(C)NCCOCCOc1ccc(F)cc1 (stereo unspecified)
  ·, 0.9
> O=c1c2c(-c3ccco3)csc2nc(SCc2cn3cccnc3n2)n1-c1ccccc1
  25.5, 1.9
> CC(Cc1ccccc1)C(=O)NCc1ccncc1 (stereo unspecified)
  ·, -1.1
> CC(NC(=O)CN1CCN(Cc2ccc(Cl)cc2)C1=O)c1ccc2c(c1)OCCO2 (stereo unspecified)
  -15.4, 3.2
> Cc1c(C(=O)N2CCN(Cc3ccccc3)CC2)sc2ncnc(N3CCOCC3)c12
  -4.2, -11.4
> O=C(CN1CCOc2ccccc21)NCc1cccs1
  3.9, 5.1
> COc1cc(C(=O)N[C@H](C(=O)NC2CCCCCC2)C(C)C)cc(OC)c1OC
  ·, 2.0
> O=C(CCn1c(=O)oc2ccccc21)NCc1ccc2c(c1)OCO2
  -8.2, -8.2
> C/C(=N\NC(=O)c1[nH]c2c([N+](=O)[O-])cc(C)cc2c1-c1ccccc1)c1cccnc1
  ·, 11.8
> COc1ccccc1N1CCN(CC(=O)Nc2cc(F)ccc2C)CC1
  1.9, 2.1
> COc1ccc(CC2C(=O)OC(C)(C)OC2=O)cc1
  13.8, -8.7

# Every second line gives: HIV RNase H inh, RmlC RmlD mix
> O=C(/C=N/O)Nc1cccnc1
  -0.7, 10.4
> Cc1c(C#N)c2ncnc(N)c2n1-c1ccccc1
  -3.9, 3.1
> CN(C)c1ccc(N/C=C/C(=O)c2ccc(F)cc2)cc1
  15.1, 13.2
> CC1(C(=O)NC(=S)N(CCC#N)c2ccccc2)CC1(Cl)Cl (stereo unspecified)
  ·, -7.2
> O=C(CCC(=O)c1cccs1)NCc1ccc(F)cc1
  ·, 5.0
> COc1ccccc1C(=O)NCCc1nc2ccccc2n1C
  -12.6, 11.8
> Cc1cc(C)cc(N(C(=O)Cn2nnc3ccccc32)C(C(=O)NCc2ccco2)c2ccncc2)c1 (stereo unspecified)
  4.8, 9.3
> NS(=O)(=O)c1ccc(CCNC(=O)C2CCCCC2)cc1
  ·, -16.7
> N/C(COc1ccccc1)=N\NC(=O)c1cccnc1Oc1ccccc1
  ·, 3.7
> Cc1cc(C(F)(F)F)nn1Cc1n[nH]c(=S)n1Cc1ccccc1
  ·, -10.1
> CCOC(=O)c1cnc2cc(-c3ccc(C)cc3)nn2c1-c1ccccc1
  ·, -3.0
> Cc1ccc(S(=O)(=O)c2nc(-c3ccco3)oc2SCC(=O)NCC2CCCO2)cc1 (stereo unspecified)
  12.8, -9.1
> C[C@@H]1C[C@H]2OC(=O)C3(CO3)[C@H]2[C@H](O)[C@]2(C)C(=O)C3OC3[C@@H]12 (stereo partly specified)
  ·, 2.5
> Cc1ccc(OCC(=O)N2CCN(C(=O)c3cccnc3)CC2)cc1
  ·, 18.2
> CCc1cc2c(-c3ccccc3)cc(=O)oc2c(CN2CCOCC2)c1O
  -15.1, -6.5

# Every second line gives: HIV RNase H inh, RmlC RmlD mix
> CCOc1ccc(N2C(=O)CC(N3CCOCC3)C2=O)cc1 (stereo unspecified)
  2.5, 4.4
> COc1cc2[nH]c(=O)c(C(=O)NCCCN3CCCCC3)c(O)c2cc1OC
  2.7, 2.7
> CC1(C)CC(=O)c2cn3nc(C(F)(F)F)nc3nc2C1
  ·, -8.8
> CCCNC(=O)C(Cc1ccccc1)NS(=O)(=O)c1ccc2c(c1)CCC(=O)N2 (stereo unspecified)
  -9.3, -4.7
> Cc1ccc(NS(=O)(=O)c2ccc(OCC(=O)Nc3cccc([N+](=O)[O-])c3)c(C)c2)cc1
  ·, 7.4
> Cc1nc2nc[nH]c2cc1Br
  -11.5, -10.8
> CCO[C@H]1OC(C(=O)Nc2ccccc2)=C[C@@H](c2ccc(C(F)(F)F)cc2)[C@@H]1CCCO
  ·, -4.4
> COc1ccccc1-n1c(SCC(=O)NC(C)(C)C)nnc1-c1ccco1
  2.6, 10.0
> O=C(O)CC1C(=O)NCCN1CCCc1ccccc1 (stereo unspecified)
  -13.2, -14.4
> Cc1ccc2cc(C(c3nnnn3C3CCCC3)N3CCN(c4ccc(F)cc4)CC3)c(=O)[nH]c2c1 (stereo unspecified)
  28.6, 75.0
> C#Cc1ccc2c(c1)COc1c3ccccc3nn1-2
  ·, 4.0
> CCN(C(=O)COC(=O)c1c(-c2ccccc2)noc1C)C1CCS(=O)(=O)C1 (stereo unspecified)
  -17.7, -10.1
> CC(Sc1nc2ccccc2s1)C(=O)Nc1nnc(C(C)C)s1 (stereo unspecified)
  ·, 3.0
> Cc1ccn2cc(-c3nonc3C)cc2c1
  6.2, 5.1
> COc1ccc2cc(C(c3nnnn3Cc3ccccc3)N3CCCCCC3)c(=O)[nH]c2c1 (stereo unspecified)
  9.5, -8.4

# Every second line gives: HIV RNase H inh, RmlC RmlD mix
> CCCCCCOC(=O)c1ccccc1NC(=O)/C=C/C(=O)O
  ·, -7.6
> Oc1ccc2[nH]cnc2c1CN1CCCCC1
  -0.8, 5.4
> O=C(C1CCC(=O)N1C1CCCC1)N1CCC2(CC1)OCCO2 (stereo unspecified)
  ·, 7.0
> O=C(NC1CC1)C1CSC(c2cccnc2)=N1 (stereo unspecified)
  4.8, 6.4
> Cc1cc(NS(=O)(=O)c2ccc(NC(=O)c3cnc4scc(C)n4c3=O)cc2)nc(C)n1
  -3.5, -9.3
> Clc1ccc(Oc2nc(N3CCOCC3)nc(N3CCOCC3)n2)cc1
  ·, -11.4
> CN(C)C(=O)c1c(NC(=O)c2ccco2)sc2c1CCCCC2
  ·, -7.9
> COc1ccc(C)cc1NC(=O)CN1CCN(S(=O)(=O)c2ccc(Cl)cc2)CC1
  -5.1, 6.2
> COC(=O)C(C(=O)OC)=C(/C=C/C=C/N(C)C)N(C)C
  0.6, -11.7
> CCCCn1c(SCC(=O)Nc2nnc(CC)s2)nc2c1c(=O)n(C)c(=O)n2C
  -7.6, -30.1
> CSc1sc(C)cc1C1C(C#N)=C(N)N(c2cccnc2)C2=C1C(=O)CC(C)(C)C2 (stereo unspecified)
  -0.7, 6.6
> Cc1ccc(C(=O)NCCN2CCOCC2)cc1Cl
  6.8, 6.7
> CCC/C(O)=C1\C(=O)CC(c2ccccc2)CC1=NC (stereo unspecified)
  ·, -10.1
> Cc1cc(C)c2c(N)c(C(=O)c3ccccc3)oc2n1
  -11.4, -4.4
> CC1=C(C(=O)NC2CCC(C)CC2)C2(CCC(C)CC2)OC1=O (stereo unspecified)
  2.6, 0.5

# Every second line gives: HIV RNase H inh, RmlC RmlD mix
> CCCCN(C(=O)CSc1nnc(Nc2ccc(C)c(C)c2)s1)c1c(N)n(Cc2ccccc2)c(=O)[nH]c1=O
  ·, 11.6
> O=C(NCCCN1CCCC1)c1cccc(N2CCCC2=O)c1
  -5.8, ·
> CCN(c1cccc(C)c1)S(=O)(=O)c1cccc(C(=O)O)c1
  ·, 3.2
> COc1ccc(/C=N/NC(N)=S)cc1OC(=O)c1cccc2ccccc12
  ·, -1.2
> Cc1nn(C)c(C)c1NC(=O)CCSc1nc(-c2ccco2)cc(C(F)(F)F)n1
  2.6, -2.4
> C=CCNc1nnc(-c2ccncc2)s1
  ·, 36.1
> CCCC(C(=O)NC1CCCC1)N(C(=O)Cn1nnc(-c2ccc(C)o2)n1)C1CCCC1 (stereo unspecified)
  -14.7, 12.3
> CCCc1cc(=O)[nH]c(SCC(=O)CSc2nc(CCC)cc(=O)[nH]2)n1
  -5.5, -11.3
> CC(=O)Nc1ccc(SCC(=O)N(CCC#N)c2cc(C)cc(C)c2)cc1
  ·, 6.0
> CSc1nc2cc(Cl)ccc2s1
  -12.8, -9.9
> O=C(Nc1ccc2c(c1)OCO2)c1ccc2nc[nH]c2c1
  ·, 18.6
> O=C(Oc1ccc(Cl)cc1)c1ccc2nccnc2c1
  ·, -4.6

# From PubChem BioAssay
